Screening results from PubChem.
AmpC inh det: Promiscuous and Specific Inhibitors of AmpC Beta-Lactamase (assay with detergent). P00811. purified AmpC, nitrocefin hydrolysis with detergent. Potency, µM (series often up to 28.7 µM), for inactives: top-dose activity change, negative = inhibition. 0.09% of 71,000 active. AID 584, 2007; active = well fitted curve in the direction sought with a large enough effect
Target sequence (P00811 whole entry, looked up): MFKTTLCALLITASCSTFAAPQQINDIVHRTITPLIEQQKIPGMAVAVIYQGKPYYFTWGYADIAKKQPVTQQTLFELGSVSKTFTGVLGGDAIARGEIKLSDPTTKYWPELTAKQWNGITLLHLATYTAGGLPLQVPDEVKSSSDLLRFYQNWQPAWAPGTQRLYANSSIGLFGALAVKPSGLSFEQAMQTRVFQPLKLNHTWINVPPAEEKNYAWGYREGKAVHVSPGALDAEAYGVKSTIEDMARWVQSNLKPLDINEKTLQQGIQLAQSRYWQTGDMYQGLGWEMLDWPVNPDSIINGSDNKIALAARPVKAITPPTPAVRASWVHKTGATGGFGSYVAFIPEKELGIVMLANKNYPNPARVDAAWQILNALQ
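E. coli AmpC (5.3 nM) in 20 mM phosphate pH 7.0 with 0.01% Triton X-100, preincubated 15 min RT with compound; nitrocefin (2 uL of 800 uM stock) hydrolysis followed by 480 nm absorbance every 20 s over 4 min.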
Numbers without * were called inactive; [ ] = another dose, or the depositor's remark. % is set by controls: 0 for no effect and ±100 for the full control effect; potency is the fitted concentration of half-maximal effect.

SMILES	AmpC inh det
COc1ccc(CNc2nc3c(c(C(F)(F)F)n2)CCCCC3)cc1	0.9%
COc1ccc(C(=O)Nc2cccc3c2C(=O)NC3=O)cc1S(=O)(=O)N1CCOCC1	-0.8%
CCN(CC)CCN1C(=O)Cn2c(C)c(C)c3cccc1c32	-2.3%
CSc1cccc(NC(=O)CSc2nc3ccccc3o2)c1	-3.0%
CCn1c(SCC(=O)NCc2cccs2)nc2c1c(=O)n(C)c(=O)n2C	5.8%
COc1cc2nc(NCC3CCCO3)n3nc(-c4cccnc4)nc3c2cc1OC (stereo not drawn)	-7.4%
NC(=O)C1CCN(S(=O)(=O)c2cccc(S(=O)(=O)N3CCCCC3)c2)CC1	-0.7%
Fc1ccccc1Cn1nnc2c(NCCc3ccccn3)ncnc21	11.6%
CC(=O)c1ccc2c3c(cccc13)C(=O)N(c1c(C)nn(C)c1C)C2=O	7.3%
CCCc1nc(SCC(=O)Nc2cc(C)on2)c2c(=O)n(C)c(=O)n(C)c2n1	16.0%
COc1ccc(NC(=O)c2cc(CN3C(=O)c4ccccc4C3=O)ccc2OC)cn1	-1.6%
C1OCOCO1	7.3%
C=CCN(C(=O)Nc1ccccc1)C1CC(=O)N(c2ccc(OC)cc2)C1=O (stereo not drawn)	17.5%
O=C(Nc1cccnc1)c1cc(-c2ccco2)on1	-5.0%
COc1cccc(-c2nc3ccc(O)cc3c(=O)o2)c1	-4.7%
COc1ccc(-c2nc3cnc(N4CCOCC4)nc3n(CCC#N)c2=O)cc1	-0.2%
Cc1ccc(C(=O)NCc2ccc3c(c2)OCO3)cc1N1CCCC1=O	1.3%
Cc1cc(C)nc(NC2=NCC(=O)N2CCc2c[nH]c3ccccc23)n1	-4.8%
O=C(/C=C\Nc1cccc(F)c1)c1ccc2c(c1)OCO2	-3.4%
CC(C)N1C(=O)CCC1C(=O)NC1CCCC1 (stereo not drawn)	-1.3%
N=c1c2c(n(Cc3ccc(F)cc3)c3c1CCC3)CCC2	3.0%
COc1ccccc1N1C(=O)C2C3C=CC(C3)C2(C)C1=O (stereo not drawn)	7.6%
Cc1ccc2occ(C(=O)c3ccco3)c(=O)c2c1	7.0%
CCCc1cc(N2CCCC(C(=O)Nc3cc(Cl)ccc3OC)C2)n2ncnc2n1 (stereo not drawn)	11.3%
CCOC(=O)c1oc2cccc(OCC(O)CNC(C)C)c2c1C (stereo not drawn)	10.2%
O=C(CN1CCCCC1)Nc1nnc(-c2ccccc2)s1	-3.2%
CC(C)C[C@H](N)CSSC[C@@H](N)CC(C)C	2.8%
CC(=O)N1CCC2(CC1)CCN(c1ccncc1)CC2	-0.9%
C[C@@H](C(=O)Nc1ccc2ccccc2c1)[C@H]1C[C@]1(C)[C@H](NC(=O)c1ccccc1)c1ccccc1	-3.5%
COc1ccc(CCNC(=O)CCS(=O)(=O)c2ccc3c(c2)CCN3C(C)=O)cc1OC	10.6%
O=C(NCCN1CCOCC1)c1csc2c1CCCCC2	-1.8%
O=C(Nc1nc(-c2ccccn2)cs1)c1ccc(S(=O)(=O)N2CCCCC2)cc1	-8.1%
COc1ccc(CCC(=O)Nc2nc3c(s2)CN(C)CC3)cc1OC	-4.2%
COc1cc(CC(=O)NCc2ccc3c(c2)OCO3)cc(OC)c1OC	-2.6%
CCOC(=O)c1nnn(-c2nonc2N)c1COc1ccccc1	-0.3%
CCc1cc(C=NC2CCCCC2)c(O)s1	8.6%
Cc1ccc(N2C(=O)CSC2c2cccnc2)cc1F (stereo not drawn)	0.4%
CNc1oc(Cc2cccc3ccccc23)nc1C#N	-2.2%
Cc1nc(C)c(NC(=O)N2CCc3ccccc32)cc1NC(=O)N1CCc2ccccc21	-5.0%
CN1CCN(c2nc(-c3ccccc3)nc3c2oc2ccccc23)CC1	-5.1%
CCCCN(C)Cc1c(C)[nH]c2c(Cl)cccc2c1=O	0.8%
COC(=O)C1C(O)=C(C(C)=N)C(=O)CC1(C)C (stereo not drawn)	0.8%
Cc1ccc(S(=O)(=O)N2CCN(c3nc(C)nc4sc(C)c(C)c34)CC2)cc1	-3.3%
CNCC(O)c1ccc(O)cc1 (stereo not drawn)	6.9%
CC1CN(C2CC(C)(C)NC(C)(C)C2)CCC1=O (stereo not drawn)	-1.8%
O=C(C1CCC(CNc2c(N3CCOCC3)c(=O)c2=O)CC1)N1CCN(c2ccccc2)CC1 (stereo not drawn)	13.7%
CCOc1cc(-c2nc(-c3ccc(OC)cc3)no2)cc(OCC)c1OCC	-1.0%
COc1ccccc1OCCn1c(=O)sc2ccccc21	9.4%
CCOC(=O)Cc1csc(SCn2nnc3ccccc3c2=O)n1	-4.3%
COc1ccc(N2C(=O)CCC(C(=O)O)C2c2ccc(F)cc2)cc1 (stereo not drawn)	-0.6%

Carrying on:
SMILES	AmpC inh det
CC(=O)N1CCc2cc(S(=O)(=O)NC(CC(C)C)C(=O)N3CCc4ccccc4C3)ccc21 (stereo not drawn)	4.9%
O=C(Nc1ccc(-c2nc3ccccc3o2)cc1)C1CCCO1 (stereo not drawn)	-3.7%
CCOC(=O)c1ccc(CSc2n[nH]c(C)n2)o1	-0.4%
O=C(O)C1C2C=CC(O2)C1C(=O)NCCC1=CCCCC1 (stereo not drawn)	-3.3%
CCCCOC(=O)C1[C@H]2C(=O)N(CCc3ccccc3)C[C@]23C=C[C@H]1O3 (stereo partly drawn)	-1.0%
c1ccc(-c2csc(Nc3nc(N4CCOCC4)nc(N4CCOCC4)n3)n2)cc1	-3.6%
CSCCC(Nc1nc2ccccc2s1)C(=O)O (stereo not drawn)	10.2%
COc1cccc2sc(N3CCN(c4nc5ccccc5s4)CC3)nc12	15.0%
Cc1ccc(O)c(C(=O)c2cnc3c(c2)CN(CCC(C)C)C(=O)N3)c1	-3.5%
Cc1cc(C)nc(NS(=O)(=O)c2ccc(-n3cccc3)cc2)n1	13.1%
COc1ccc(CCNC(=O)CSc2nnc(Cn3c(=O)sc4ccccc43)n2C)cc1OC	0.1%
CCn1c(=O)c(C(=O)NCc2cccnc2)c(O)c2ccccc21	6.5%
CCC(=O)Nc1ccc(NC(=O)c2c(C)nc3ccccn23)cc1	14.1%
CC(C)CN1CCCC2(CCN(C(=O)c3ccncc3)CC2)C1	-3.9%
Cc1cc(=O)[nH]c(SCc2nc3ccccc3n2Cc2ccccc2)n1	-1.1%
CN(C)CCCn1cc(C2=C(c3c[nH]c4ccccc34)C(=O)NC2=O)c2ccccc21	-2.9%
O=C(CCC1COc2ccccc2O1)Nc1ccc(Cl)cn1 (stereo not drawn)	-3.1%
O=C(c1ccco1)N1CCN(C(=O)c2cc(-c3ccccn3)nc3ccccc23)CC1	-4.8%
CCCS(=O)(=O)N1CCN(c2ccccn2)CC1	-0.6%
CCC(=O)c1ccc(N2CCN(C(=O)Cc3ccccc3)CC2)c(F)c1	-1.4%

Gathered by group, the compounds so far with two or more sulfur atoms (ten)
SMILES	AmpC inh det
CSc1cccc(NC(=O)CSc2nc3ccccc3o2)c1	-3.0%
CCn1c(SCC(=O)NCc2cccs2)nc2c1c(=O)n(C)c(=O)n2C	5.8%
NC(=O)C1CCN(S(=O)(=O)c2cccc(S(=O)(=O)N3CCCCC3)c2)CC1	-0.7%
CC(C)C[C@H](N)CSSC[C@@H](N)CC(C)C	2.8%
O=C(Nc1nc(-c2ccccn2)cs1)c1ccc(S(=O)(=O)N2CCCCC2)cc1	-8.1%
Cc1ccc(S(=O)(=O)N2CCN(c3nc(C)nc4sc(C)c(C)c34)CC2)cc1	-3.3%
CCOC(=O)Cc1csc(SCn2nnc3ccccc3c2=O)n1	-4.3%
CSCCC(Nc1nc2ccccc2s1)C(=O)O (stereo not drawn)	10.2%
COc1cccc2sc(N3CCN(c4nc5ccccc5s4)CC3)nc12	15.0%
COc1ccc(CCNC(=O)CSc2nnc(Cn3c(=O)sc4ccccc43)n2C)cc1OC	0.1%

(cont.)
SMILES	AmpC inh det
CCNc1ncc2nc(C)c(=O)n(Cc3cccc(OC)c3)c2n1	0.7%
CN(C)c1ccnc(-c2cccc(NS(C)(=O)=O)c2)n1	8.7%
CCN1CCc2nc(N)oc2CC1	-3.3%
O=S(=O)(c1ccccc1)N1CCC2(CCN(c3ccc(-c4ccccc4)cc3)CC2)CC1	-0.7%
O=C(C1CC1c1ccccc1)N1CCOCC1 (stereo not drawn)	-1.2%
COc1ccccc1CNC(=O)c1ccc(NS(=O)(=O)c2c(C)noc2C)cc1	0.3%
CCn1c(CCCc2nc3c([nH]2)c(=O)n(C)c(=O)n3C)nc2c1c(=O)n(C)c(=O)n2C	-0.7%[5.75 µM]
O=C(O)CCCN1CCCCC1	-4.8%[5.75 µM]
COc1cc2[nH]c(=O)n(CCCCCC(=O)NCCCN3CCCC3=O)c(=O)c2cc1OC	-3.4%
CCOC(=O)CSc1nc2ccccc2n2cnnc12	-4.9%
O=C(Cn1nc(-c2ccc(Cl)cc2)ccc1=O)NCC1CCCO1 (stereo not drawn)	3.5%
Cc1ccc(-n2c(SCC(=O)N3CCCC3)nc3c(c2=O)SCC3)cc1	-2.5%
O=C(Nc1ccc2c(c1)OCO2)C1CCN(Cc2cnn(-c3ccccc3)c2-n2cccc2)CC1	-1.8%
CCN(Cc1ccccc1)S(=O)(=O)c1ccc(C(=O)Nc2nnc(C3CC3)o2)cc1	3.1%
Cc1cc(C(=O)NCCCN2CCCC2=O)cs1	-1.5%
O=S(=O)(c1cccc(-c2cn3cccnc3n2)c1)N1CCOCC1	-2.4%
CCSc1cnc(-c2ccccc2)n1CC	-1.7%
CCc1ccc(NC(=O)CNS(=O)(=O)c2c(C)noc2C)cc1	-1.5%
CN1/C(=C\C(=O)COC(=O)CN2C(=O)C3CC=CCC3C2=O)C(C)(C)c2ccccc21 (stereo not drawn)	0.4%
COC(=O)c1c(NC(=O)CN2CCC(C)CC2)c2c(C)cccc2n1C	-2.4%
N#C[C@H]1CN[C@H](N)N[C@@H]1N	5.2%[5.75 µM]
Cc1ccc(C(=O)CSc2nc(C)cc(SCc3nnc(-c4ccccc4)o3)n2)cc1	-2.9%
CC(C)(C#N)N([O-])C=C[N+](=O)C(C)(C)C#N	0.1%
Cc1sc2nc3ccc(N4CCCC4)nn3c(=O)c2c1C	18.5%
CC(C)c1cccc2nc3c(c([Si](C)(C)C)c12)Cn1c-3cccc1=O	11.0%
N#Cc1cccc(-c2nc(NCCN3CCOCC3)c3ccccc3n2)c1	9.5%
Cc1occc1C(=O)NCc1cccc(CNC(=O)c2ccoc2C)c1	-12.1%
Cn1c(C(=O)OCC(=O)NCCc2ccccc2)cc2sccc21	4.5%
COc1ccc(OC)c(CCNC(=O)C2CCN(c3nnc(-n4cccc4)s3)CC2)c1	5.0%
COc1ccc(C(=O)N(CCCO)Cc2cc3c(C)ccc(C)c3[nH]c2=O)cc1OC	-4.1%

Of the compounds above, 4 contain a COOH group.
SMILES	AmpC inh det
COc1ccc(N2C(=O)CCC(C(=O)O)C2c2ccc(F)cc2)cc1 (stereo not drawn)	-0.6%
O=C(O)C1C2C=CC(O2)C1C(=O)NCCC1=CCCCC1 (stereo not drawn)	-3.3%
CSCCC(Nc1nc2ccccc2s1)C(=O)O (stereo not drawn)	10.2%
O=C(O)CCCN1CCCCC1	-4.8%[5.75 µM]

Further entries:
SMILES	AmpC inh det
Nc1ncnc2nc(Sc3ccc(Cl)cc3)[nH]c12	-4.6%
CCCC[N+]1(C)[C@@H]2CC(OC(=O)[C@@H](CO)c3ccccc3)C[C@H]1[C@H]1O[C@H]12 (stereo partly drawn)	-0.7%
CCOC(=O)CSc1nc(N)c(C#N)c(-c2cccs2)c1C#N	7.2%
CCOC(=O)C(Cc1cc(C(C)=O)ccc1OCC)C(=O)OCC	-3.8%
O=c1c2ccccc2nc(-c2cccc(Cl)c2)n1O	-1.6%
COc1ccc(N2C(=O)CC(=O)NC2=O)cc1	-2.3%
CCOC(=O)c1sc(NC(=O)CSc2nnc(Cc3ccccc3)o2)c(C#N)c1C	-4.6%
O=C(O)c1cc(-c2ccco2)[nH]n1	10.8%
COc1ccc(NC(=O)C2CCCN(S(=O)(=O)c3cccnc3)C2)c(OC)c1 (stereo not drawn)	15.5%
COc1ccc2[nH]cc(CCNc3cc(-c4ccccc4CN(C)C)ncn3)c2c1	9.4%
CCNc1nc(C)cc(COC)c1C#N	10.9%
OC(CN1CCN(c2cccc(C(F)(F)F)c2)CC1)c1c[nH]c2ccccc12 (stereo not drawn)	-4.1%
CCN1C(=O)CC(N2CCC(Nc3ccc(F)cc3)CC2)C1=O (stereo not drawn)	33.4%
COc1ccccc1-n1c(CNc2c(C)cccc2C)nnc1SCC(=O)N1CCOCC1	8.3%
Cc1ccc2cc(CN(Cc3ccco3)C(=O)C3CCCCC3)c(=O)[nH]c2c1C	-1.8%
Cc1nc(N2CCOCC2)c2nc(-c3ccccc3)n(C(C)CN(C)C)c2n1 (stereo not drawn)	15.7%
CN1CCN(c2ncc3nc(-c4cc(F)cc(F)c4)c(=O)n(CCC#N)c3n2)CC1	-1.5%
Cc1ccc2nc(-c3cccc(NC(=O)c4ccco4)c3)[nH]c2c1	-1.3%
CCOC(=O)C1C2C=CC3(CN(CCc4ccccc4)C(=O)C13)O2 (stereo not drawn)	0.5%
O=C1c2ccccc2C(=O)N1CCCSc1nc2ccccc2o1	-1.5%
Cc1cccc(OCCCN2CCCCCC2)c1	-3.6%
COCCCNC(=O)CN(c1cc(OC)ccc1OC)S(=O)(=O)c1ccccc1	-4.8%
CC(=O)c1cc2c(cc1N)OCO2	-2.7%
Cc1cc(N2C3CCC2CC(O)(c2ccc(F)cc2)C3)nc(-c2ccccc2)n1 (stereo not drawn)	-5.2%
O=C(CN1C(=O)NC2(CCCCC2)C1=O)Nc1ccccc1Cl	-6.2%
N=c1n(CCN2CCOCC2)c2ccccc2n1Cc1ccccc1Br	14.2%

Not all compounds are listed; count on the stated rates, not on these rows.
